Source: PubChem BioAssay (National Center for Advancing Translational Sciences (NCATS))
KDM5B inh = KDM5B demethylase inhibition; KDM5B demethylase, FDH-coupled NADH fluorescence (FDH is formaldehyde dehydrogenase); Q9UGL1; actives 2.6% (n = 220,000); Potency, µM (series often up to 57.7 µM), for inactives: at the highest dose activity change, negative = inhibition, hits mostly inhibitors; active means well fitted inhibition curve with a large enough effect; inconclusive means small, poorly fitted or top-dose-only effect; inactive means no such curve, though single readings can be large or run the other way; further: 0% is about no effect; nearly all actives have a fitted effect of over 70% in size
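Compound dilutions met 200 nM (final) KDM5BΔAP for 10 min at room temperature before substrate addition. The substrate mix held 12.5 µM H3K4me3 with cofactors 25 µM α-ketoglutarate and 50 µM Fe²⁺. NADH signal gain over 30 min defined activity.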
Starred values were filed as active, the others as inactive; u = inconclusive; [ ] = remark or other dose. Potency means the concentration at half of the fitted maximal effect.

compound | KDM5B inh
O=C(NCc1ccccc1)c1ccccc1OC1CN(Cc2ccc(O)c(F)c2)C1 | 2%
CCOC(=O)c1ccccc1NC(=O)COc1cc(=O)n(CC)c2ccccc12 | -25%
N/C(CSc1ccccn1)=N\OCc1c(Cl)cccc1Cl | 3%
COc1ccc(CCNC(=O)Cn2ccn3nc(-c4ccc(F)cc4)c(CO)c3c2=O)cc1OC | u
Cc1cc(C)n(-c2ccc(F)cc2CN2CCC3(CC2)COC(=O)O3)n1 | -9%
Cc1ccc(C(=O)NCc2ccc(F)cc2)cc1NC(=O)c1nsc2ccccc12 | u
O=C(C1CC1)N1CCCCCCn2c(nnc2-c2ccc(F)cc2)CC1 | -7%
Cc1ccc(CNC(=O)CSc2ccc(-c3sc(-c4ccccc4)nc3C)nn2)cc1 | -19%
CCN(CC)c1ncc(C=O)s1 | 6%
Cc1ccc(S(=O)(=O)N2CCC3(CC2)OCCO3)s1 | -13%
CC(C)N1C(=O)C2(CCCC2)C1C(=O)Nc1ccncc1 (stereo not drawn) | -12%
COc1ccc(Cl)cc1-n1nnc(C(=O)Nc2ccc3c(c2)C(=O)OC3)c1C | 3%
COc1ccc(N(CC(=O)N2CCN(C)CC2)S(=O)(=O)c2ccccc2)cc1Cl | 12%
COc1ccc(C(=O)NC2CCCN(c3cc(-c4ccccc4)[nH]n3)C2)cc1OC (stereo not drawn) | -19%
COc1ccc2c(c1)CCC/C2=N\OC(=O)c1cc(Cl)ccc1OC | -18%
Cc1ccc(CNC(=O)Cc2c(C)c3cc(Cl)c(O)cc3oc2=O)cc1 | u
O=C(Cn1cncn1)c1ccccc1 | 28%
O=C1CCN(S(=O)(=O)c2ccccc2)CCCC(C(=O)NCc2cc(F)cc(F)c2)CCN1 (stereo not drawn) | 6%
CSCCC(=O)N1CCC2(CC1)CC(c1ccccc1)C(=O)N2C (stereo not drawn) | 17%
CN(Cc1cccs1)C(=O)c1ccc2ccccc2c1 | u
Cc1ccsc1C(=O)OCC(=O)NC(=O)NC(C)C | -8%
CCOc1cc2ccccc2cc1C(=O)Nc1nnc(CC)s1 | u
CC1CCc2c(sc3nc(-c4cc5ccccc5oc4=O)nc(Cl)c23)C1 (stereo not drawn) | -57%
CN1c2cc(C(=O)N3CCN(C4CCCCC4)CC3)ccc2C(=O)N2CCCCC21 (stereo not drawn) | u

Compounds shown so far containing a thiophene ring, fused or not:
compound | KDM5B inh
Cc1ccc(S(=O)(=O)N2CCC3(CC2)OCCO3)s1 | -13%
CN(Cc1cccs1)C(=O)c1ccc2ccccc2c1 | u
Cc1ccsc1C(=O)OCC(=O)NC(=O)NC(C)C | -8%
CC1CCc2c(sc3nc(-c4cc5ccccc5oc4=O)nc(Cl)c23)C1 (stereo not drawn) | -57%

Continuation.
compound | KDM5B inh
CC(C)NC(=O)N1CCCC(c2nc(C(C)C)no2)CCNC(=O)CC1 (stereo not drawn) | 8%
CCOC(=O)c1c(C)[nH]c(C)c1S(=O)(=O)N1CCC(C(=O)NCc2cccc(OC)c2)CC1 | -24%
Cc1nc2cc(C(=O)N3CC[C@@](C)(O)[C@@H](O)C3)ccc2s1 | 2%
Clc1cccc(-c2nnc3sc(Cn4cccn4)nn23)c1Cl | 6%
COc1ccccc1-c1nc(C(=O)NCCc2ccc(Cl)cc2)n2ccncc12 | 79µM*
Cc1ccc(S(=O)(=O)N2CCN(C(=O)CN3CCCCC3)C2c2ccccc2)cc1 (stereo not drawn) | -4%
CCc1ccc(N(CC)C(=O)CCn2cnc3onc(-c4ccc(F)cc4)c3c2=O)cc1 | -25%
COc1ccc(CN2C(=O)COC[C@@H]2[C@H](O)c2ccc(NC(=O)CC(C)(C)C)cc2)cc1 | 20%
Cc1ccc(-c2nc(-c3cccs3)c(-c3cccs3)[nH]2)cc1 | u
Cc1ccc2oc(C(=O)Nc3ccc(S(=O)(=O)N(C)c4ccccc4)cc3)cc(=O)c2c1 | -12%
CCn1c(=O)c2cc(C(=O)N(C)c3cc(C)ccc3C)sc2c2ccccc21 | -13%
N#Cc1ccc(O[C@@H]2CCOC[C@H]2NC(=O)c2nnc3n2CCCCC3)cc1 | -7%
CC1Cc2c(nc(Cl)c(C#N)c2C#N)C([N+](=O)[O-])([N+](=O)[O-])C1 (stereo not drawn) | u
CC(C)(C)c1cc(NC(=O)CS(=O)(=O)c2ccc(F)cc2)on1 | 18%
COc1ccccc1N(CC(=O)Nc1ccccc1F)S(C)(=O)=O | -5%[11.5 µM]
Cc1cc(C)cc(C(=O)OCCCN(C)C2CN(Cc3cn(Cc4ccccc4F)nn3)S(=O)(=O)C2)c1 (stereo not drawn) | 6%
Cc1noc([C@@H]2CNC[C@H]2C(=O)N2CC=C(c3ccccc3)CC2)n1 | u
CCOc1ccccc1NC(=O)CSc1nc2c(oc3ccccc32)c(=O)n1C(C)C | -76%
O=C(CCN(Cc1ccco1)C1CCCC1)Nc1ccccc1 | 9%
Cc1c(C(=O)NCc2c(F)cc(F)cc2F)oc2ccc(S(=O)(=O)N3CCOCC3)cc12 | -12%
COc1cc(C(C)=O)ccc1SCC(=O)O | -24%
CN(Cc1ccccc1)c1nc2c(c(=O)[nH]c(=O)n2C)n1CCSc1nc2ccccc2[nH]1 | -15%
O=C(O)C1CCc2nnc(C3CCCN(C(=O)c4ccc5c(c4)OCO5)C3)n21 (stereo not drawn) | -2%[115 µM]
CCc1ccc(C(=O)N2CCC(C3CCN(S(C)(=O)=O)CC3)C2)cc1 (stereo not drawn) | 5%

Overlap with the part before: four compounds, then new ones.
compound | KDM5B inh
COc1cc(C(C)=O)ccc1SCC(=O)O | -24%
CN(Cc1ccccc1)c1nc2c(c(=O)[nH]c(=O)n2C)n1CCSc1nc2ccccc2[nH]1 | -15%
O=C(O)C1CCc2nnc(C3CCCN(C(=O)c4ccc5c(c4)OCO5)C3)n21 (stereo not drawn) | -2%[115 µM]
CCc1ccc(C(=O)N2CCC(C3CCN(S(C)(=O)=O)CC3)C2)cc1 (stereo not drawn) | 5%
Cc1ccc2nsnc2c1S(=O)(=O)N1CCN(C)CC1 | 10%
Cn1c(SCC(=O)Nc2cc(S(=O)(=O)N3CCCCCC3)ccc2Cl)nnc1C1CC1 | -8%
CCOC(=O)c1ccccc1NC(=O)CN1C(=O)CC(c2ccccc2)Sc2ccccc21 (stereo not drawn) | u
CC1CCN(S(=O)(=O)c2ccc3c(c2)C(C)(C)C(=O)N3CC(=O)NCc2ccco2)CC1 | 6%
Cc1nccn1CCCC(=O)N1C[C@@H](F)C[C@H]1CNC(=O)CC(C)C | 8%
Cc1cc(NC(=O)c2ccccc2F)n(C(C)(C)C)n1 | 14%
COC(C)(C)C(=O)N[C@H]1CN(Cc2cccc(C#N)c2)C[C@@H]1C(C)C | -17%
CC(=O)NC[C@@H]1C=C(C)[C@H](Cc2nc3ccccc3[nH]2)C[C@H]1C(C)C | 13%[86.2 µM]
CCCc1cc(=O)oc2cc(OS(=O)(=O)c3ccccc3F)ccc12 | u
CCc1ccc(NC(=O)C2CCN(c3nnc(-n4c(C)ccc4C)s3)CC2)cc1 | u
N#Cc1nc(COc2cccc(Cl)c2)oc1N1CCCC1 | -12%
O=C(N/N=C/c1ccc2c(c1)OCCO2)c1ccncc1 | u
O=C(Nc1ccccc1F)N1CCCCCC1c1nc(-c2cccnc2)no1 (stereo not drawn) | -1%
COCC(=O)N(C)C1CCOc2ccccc21 (stereo not drawn) | -2%[86.2 µM]
COCCN1C(=O)[C@H]2CN(Cc3cccc(C#N)c3)C[C@H]2C1=O | -12%
Cc1ccccc1-c1nnc(SCC(=O)Nc2ccccc2)o1 | 9%
COC(=O)N(C)Cc1ccccc1C(F)(F)F | 23%[86.2 µM]
CC1(C(=O)N2C[C@@H](Oc3cccnc3)C[C@H]2C(=O)N2CCCC2)CCCCC1 | 27%
COc1ccccc1CNC(=O)C(=O)NCC(c1ccc2c(c1)OCO2)N1CCOCC1 (stereo not drawn) | 0%
CCCc1nccn1S(=O)(=O)c1cc(Br)ccc1OC | -21%
Cc1ccc(S(=O)(=O)c2nc(-c3cccs3)oc2SCC(=O)Nc2cc(C)cc(C)c2)cc1 | u
COc1ccc(NC(=O)c2ncoc2-c2ccc(OC)c(OC)c2)c(OC)c1 | 1%
O=CN1CCN(C(C(=O)O)c2c[nH]c3cc(OCc4ccccc4)ccc23)CC1 (stereo not drawn) | -34%
Cc1nn(-c2ccc(C(C)C)cc2)c(C)c1[C@@H]1C=C[C@@H](NC(=O)CC2(CC(=O)O)CCCC2)C1 | 5%
Cc1ccc(-n2ncc3c(NCCC4=CCCCC4)ncnc32)cc1 | u
CC(C)CN1C(=O)c2cccn2CC1CNC(=O)c1ccccc1 (stereo not drawn) | 25%
CCCCn1nc(C(=O)Nc2cc(OC)ccc2OC)c2ccccc2c1=O | 9%
Cn1cc(Br)c(-c2cccc(N3C(=O)CC(C)(C)CC3=O)c2)n1 | 14%
c1csc(-c2[nH]ncc2CNC2CCC3(CCNCC3)CC2)c1 | -10%
NC(=O)CNC(=O)[C@@]1(O)C[C@@H](O)[C@H](O)[C@@H](NC(=O)c2ccc(F)c(Cl)c2)C1 | 24%[86.2 µM]
Cc1ccc(NC(=S)NC(=O)c2cncc(Br)c2)cc1Cl | 8%
COc1ccccc1-c1nnc(SCCOc2ccccc2C)o1 | -13%
CN(C)CCNc1ncnc2oc(-c3ccccc3)c(-c3ccccc3)c12 | u
COc1cc(C)c2c(c1C)C[C@H](C(C)C(=O)NCc1ccco1)CC2 (stereo partly drawn) | 35µM*
CCNC(=O)c1ccc(OC2CCN(C(=O)c3ccnn3C)C2)nc1 (stereo not drawn) | 24%
Cc1ccc(S(=O)(=O)N2CCC(C(=O)N3CCC(CCc4ccccc4)CC3)CC2)c(C)c1 | -1%
CCC1CCCCN1CCCNC(=O)c1ccc2c(c1)N(Cc1cccc(Cl)c1)C(=O)c1ccccc1S2(=O)=O (stereo not drawn) | u
CCOc1cccc2cc(-c3nc(-c4ccc(OC)c(F)c4)no3)c(=O)oc12 | 5%
Cc1cnc(C(=O)N2CCCC(c3nc(C4CCOCC4)no3)C2)cn1 (stereo not drawn) | 32µM*
CC(C)CCNC(=O)C1(NC(=O)NCc2ccccc2)CCCC1 | 5%
CCOc1ccc(CCNC(=O)Cn2ccc3cc(S(=O)(=O)N4CCCCCC4)ccc32)cc1 | -24%
O=S(=O)(NCCc1csc(-c2ccc(F)cc2)n1)c1ccc(Cl)cc1 | u
CC1CC(C)CN(C(=O)CSc2n[nH]c(N)n2)C1 (stereo not drawn) | 29%
Cc1nc(-c2cn(C3CCCN(C(=O)c4ccccc4)C3)nn2)no1 (stereo not drawn) | 4%
CCCNC(=O)Cc1ccc(N(Cc2ccccc2)C(=O)c2ccco2)cc1 | 0%
O=C(Nc1nc2cc3c(cc2s1)OCCCO3)c1cccc(Cl)c1Cl | u
O=C(CCC(=O)c1cccs1)Nc1ccc(N2CCOCC2)cn1 | 9%
N#Cc1cccc(C(=O)Nc2cccc(OC3CCCC3)c2)c1 | -1%

KDM5B inh: entries above that show a hit
compound | KDM5B inh
COc1ccccc1-c1nc(C(=O)NCCc2ccc(Cl)cc2)n2ccncc12 | 79µM*
COc1cc(C)c2c(c1C)C[C@H](C(C)C(=O)NCc1ccco1)CC2 (stereo partly drawn) | 35µM*
Cc1cnc(C(=O)N2CCCC(c3nc(C4CCOCC4)no3)C2)cn1 (stereo not drawn) | 32µM*

Continuation:
compound | KDM5B inh
CNC(=O)[C@@H]1CN(S(=O)(=O)c2cccnc2)C[C@H]1C1CCN(C)CC1 | -10%
CCc1ccccc1NC(=O)Cn1nnc2sc3c(c2c1=O)CCC(C(C)(C)C)C3 (stereo not drawn) | -21%
OC1CCCN(c2ccc(-c3nc(-c4cccc(C(F)(F)F)c4)no3)cn2)C1 (stereo not drawn) | 35µM*
COc1ccc(Cl)cc1C(=O)N1CCCN(c2cc(-c3ccc(C)c(C)c3)[nH]n2)CC1 | u
CN(Cc1ccc(-c2ccccc2)cc1)Cc1ccsc1 | -4%[86.2 µM]
CCCCOc1ccc(-c2nonc2NC(=O)c2ccco2)cc1 | -20%
CS(=O)(=O)c1ccc(OC[C@H]2C[C@@H](NC(=O)c3cncnc3)[C@H](O)[C@@H]2O)cc1 | -14%
O=S(=O)(Nc1nc2ccccc2nc1Nc1ccc2c(c1)OCO2)c1cccc(Cl)c1 | 19%
Cn1c(CNC(=O)C2CCN(c3cn[nH]c(=O)c3)C2)nc2ccccc21 (stereo not drawn) | -5%
COc1ccc(-n2ccnc2CN2CCOC(c3cccnc3)C2)cc1 (stereo not drawn) | -9%
CCC(=O)Nc1ccc(-c2c(-c3ccc(F)cc3)nn(-c3ccc(F)cc3)c2OC(C)=O)cc1 | u
Cc1noc(C)c1-c1cc2cc(C(C)C)oc2c(-c2cccc(CO)c2)n1 | u
COc1ccc(S(=O)(=O)NCC(c2ccc(N(C)C)cc2)N2CCCC2)cc1F (stereo not drawn) | -29%
CN(CC(=O)Nc1ccccc1Br)Cc1ccccc1N1CCCCC1 | -17%
COc1ccc(Cl)cc1Nc1nc(N)c(C(=O)c2cc(C)ccc2C)s1 | -20%
O=C(O)c1ccc(CN2C[C@@H]3OCC(=O)N(c4ccccc4)[C@@H]3C2)cc1 | -2%[86.2 µM]
O=C([C@H]1C[C@@H](O)[C@H](O)[C@@H]2N=C(Nc3cccc(C(F)(F)F)c3)S[C@@H]21)N1CCOCC1 | 30%[activator]

Not all compounds are listed; rates above refer to the full screens.
